# Bioassay records from PubChem.
# Rac1 GTP hydrolysis: MgcRacGAP GTPase-activating activity inhibitors, confirmation, biochemical, ADP Hunter fluorescence; MgcRacGAP-stimulated Rac1 GTP hydrolysis, ADP Hunter fluorescence; higher % means a stronger effect; GST-tagged Rac1 F28L mutant substrate; one-dose inhibition, % at 30 µM; IC50 in µM for titrated hits; hit rate 0.6% among 340,000; AID 624330;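 active = first-screen hits whose inhibition reached a set limit at any dose in the follow-up dose series; inconclusive = inhibition above the set first-screen limit but never retested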;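 also: fluorescence reports GDP produced by GAP-driven GTP hydrolysis; strong numbers were not always called active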
# SV40 large T antigen: TAg ATPase/helicase activity blockers – biochemical (AID 1903). SV40 large T antigen ATPase/helicase inhibition assay; higher % means a stronger effect. one-dose inhibition, % at 20 µM; IC50 in µM for titrated hits. hit rate 0.39% among 310,000; in the data active = a potency from the dose series; inconclusive = inhibition mostly from about 32% at the one dose, without a potency; inactive = the rest, 99 in 100 with inhibition below about 32%; also: strong numbers were not always called active
# T cell HTS: T cell immune modulators affecting CD8 T cell-vesicle binding. 2C CD8+ T cell-vesicle binding, flow cytometry; active compounds read low. calls only at 7 µM. hit rate 0.068% among 330,000. AID 2052;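 active = response, share of CD8 T cells binding vesicles, and their 90th percentile fluorescence all below set limits, cut at about 80% in these data, passing the limit was not always enough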
#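 Material: 2C TCR transgenic mouse naive CD8+ T cells, MACS-purified. Also added: QL9-charged Drosophila Ld/ICAM-1/B7-1 vesicles. Timing: binding 1.5 h at 37 °C. Measured by: high-throughput flow cytometry with anti-B7-1 and anti-CD8 staining. Read-out: percent CD8+ FL2 mean versus row control. Controls: Unloaded micro-vesicles (low), QL9 vesicles with 0.7% DMSO (high).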
# NTR1 ag: agonists of NTR1, primary screen, imaging, U2OS cells, beta-arrestin-GFP, high content (AID 493036) | P30989 | NTR1-U2OS beta-arrestin-GFP spot imaging, agonist mode | activation, % at 20 µM | hit rate 0.17% among 330,000;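 active = activation at or above 40% of the spot to cytoplasm intensity ratio, with at least 20 cells analyzed; inconclusive = wells under 20 cells, flagged as cytotoxic or low count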;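 also: 0% = DMSO without peptide and 100% = 100 nM NTR1 peptide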
# Target sequence (P30989 whole entry, looked up): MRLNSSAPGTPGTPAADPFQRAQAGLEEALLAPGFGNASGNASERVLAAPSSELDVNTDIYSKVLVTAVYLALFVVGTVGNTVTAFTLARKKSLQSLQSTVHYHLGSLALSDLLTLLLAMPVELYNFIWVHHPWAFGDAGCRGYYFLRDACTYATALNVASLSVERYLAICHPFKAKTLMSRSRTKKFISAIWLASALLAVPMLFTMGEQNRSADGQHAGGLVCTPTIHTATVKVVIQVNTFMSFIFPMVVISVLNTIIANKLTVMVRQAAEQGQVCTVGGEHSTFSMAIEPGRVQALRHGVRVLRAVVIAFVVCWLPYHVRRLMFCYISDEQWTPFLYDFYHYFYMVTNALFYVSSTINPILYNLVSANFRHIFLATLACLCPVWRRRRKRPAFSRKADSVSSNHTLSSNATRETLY
# LYP phosphatase: PTPN22 lymphoid phosphatase activity blockers – biochemical, fluorescence intensity, uHTS (AID 1779); recombinant LYP phosphatase, fluorescence intensity; higher % means a stronger effect; one-dose inhibition, % at 11.5 µM; IC50 in µM for titrated hits; hit rate 0.054% among 290,000; in the data active = inhibition above about 50%;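 also: plate controls were vehicle with enzyme for no effect and no enzyme for full effect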
# GPR55 activation: selective activators of receptor GPR55 – imaging, U2OS cells, beta-arrestin-GFP redistribution, primary screen (AID 1961) | U2OS GPR55 beta-arrestin-GFP redistribution imaging; higher % means a stronger effect | one-dose activation, % at 10 µM; EC50 in µM for titrated hits | hit rate 0.048% among 290,000;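 active = activation above 40% with more than 50 cells counted in the well; inconclusive = wells holding fewer than 50 cells, flagged as toxic or sparse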;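 also: U2OS osteosarcoma cells stably expressing GPR55 and beta-arrestin-GFP; plate controls were DMSO negative control for no effect and LPI positive control for full effect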
# GPR55 antagonists: inhibition of LPI-stimulated GPR55 beta-arrestin translocation – imaging, U2OS, beta-arrestin-GFP, LPI agonist, primary screen (AID 2013). inhibition, % at 10 µM; hits with a dose series show IC50 in µM. U2OS GPR55 beta-arrestin-GFP translocation imaging, LPI antagonism; higher % means a stronger effect. hit rate 0.13% among 290,000;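 active = spots per cell inhibited over 60%, with over 100 cells counted and total cytoplasm intensity under 500,000; inconclusive = wells with under 100 cells, flagged as likely toxic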;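 also: U2OS cells stably carrying GPR55 and arrestin-GFP stimulated by 5 µM LPI near EC80; imaged beta-arrestin-GFP aggregate spots per cell after agonist stimulation; plate controls were LPI-stimulated DMSO wells for no effect and DMSO wells without LPI for full effect; some results filed as inactive read as strong as hits; confirmed hits need IC50 under 10 µM and bright autofluorescent wells are also inconclusive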
# Hep lipid drop: hepatic lipid droplet formation modulation; inhibition, % at 6.5 µM; AML12 mouse hepatocytes, oleate lipid droplets, BODIPY imaging; AID 1656; hit rate 0.4% among 240,000;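 active = lipid droplet intensity inhibited by at least 50%, with more than 500 cells counted; inconclusive = wells with under 300 cells, treated as cytotoxic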
#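 Material – AML12 mouse liver cells · Also added – oleate loading, 100 µM · Compound dosing – 6.5 µM single-point dosing · Times – overnight treatment with compound plus oleate · Measured by – fluorescence imaging, 20x objective, two fields per well · Read-out – percent inhibition of filter-corrected integrated lipid droplet intensity per well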
# GPR35 antagonists: inhibition of zaprinast-stimulated GPR35 beta-arrestin translocation – imaging, U2OS, beta-arrestin-GFP, zaprinast agonist, primary screen (AID 2058). U2OS GPR35 beta-arrestin-GFP translocation imaging, zaprinast antagonism; higher % means a stronger effect. inhibition, % at 10 µM, or IC50 in µM where a hit was titrated. hit rate 0.052% among 290,000;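 active = inhibition of at least 50% with at least 30 cells and total cytoplasm GFP at most 10,000,000; inconclusive = under 30 cells or total GFP of 10,000,000 plus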
# Hep lipid drop cells 6.5 µM: second read-out of Hep lipid drop, no call of its own (marks repeat the call); cell count; measured here: cell count, cytotoxicity flag;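 cells counted across two imaged fields per well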
# T cell HTS vesicle-bound %: further read-out of T cell HTS, marked with its call; double positive events, %; measured here: CD8+ vesicle-bound cell fraction;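 binding gate set so that unloaded-vesicle control wells show 10% double positive cells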
# NTR1 ag cell count 20 µM: second read-out of NTR1 ag, no call of its own (marks repeat the call); cell count; measured here: cell count, cytotoxicity flag
# The depositor's hits bear a star; i = inactive; u = inconclusive; x = not tested or not shown.
SMILES,Rac1 GTP hydrolysis,SV40 large T antigen,T cell HTS,T cell HTS vesicle-bound %,NTR1 ag,NTR1 ag cell count 20 µM,LYP phosphatase,GPR55 activation,GPR55 antagonists,Hep lipid drop,Hep lipid drop cells 6.5 µM,GPR35 antagonists
S=C(c1cn(CCOc2ccccc2)c2ccccc12)N1CCCC1,13%,4%,i,42,-4.4,80,17%,0.9%,2%,-10,611,-11%
COc1ccc(N2C(=O)CC(c3ccc([N+](=O)[O-])cc3)C2=O)cc1 (centres undefined),8%,11%,i,45,0.9,73,-4%,0.0%,0%,-5,828,-3%
O=C(NC12CC3CC(CC(C3)C1)C2)c1ccc(-c2ccc(Br)cc2)o1,-7%,14%,i,46,2.4,37,2%,2.3%,64%*,0,691,30%
Cc1ccc(-c2nnn(CC(=O)N(CCO)C(C(=O)NC(C)(C)C)c3ccncc3)n2)cc1 (centres undefined),10%,10%,i,46,0.5,58,-9%,0.2%,1%,x,x,-3%
CCOC(=O)c1c(N/N=C/c2ccncc2)n[nH]c1C,12%,3%,i,28,0.0,80,-4%,0.0%,1%,-5,697,11%
Cc1ccc(CNC(=O)C2CCN(S(=O)(=O)c3c(C)noc3C)CC2)cc1,8%,26%,i,68,-0.5,63,-6%,0.1%,10%,12,738,-6%
CC(C)CC(=O)Nc1ccc2c(c1)nc(CCN1CCOCC1)n2C,6%,5%,i,54,0.6,54,-10%,0.6%,7%,18,752,15%
COc1cc(/C=N/S(=O)(=O)c2ccccc2)cc(OC)c1O,10%,x,i,14,0.1,53,-12%,0.6%,-8%,-6,618,11%
COCCn1c(N)c(C(=O)NCC2CCCO2)c2nc3ccccc3nc21 (centres undefined),15%,-6%,i,21,4.2,60,-13%,-0.1%,2%,x,x,-23%
CCCOc1ccc(-c2cc(C(=O)NCC3CCCO3)c3ccccc3n2)cc1 (centres undefined),11%,8%,i,56,0.9,109,-2%,-0.1%,1%,-61,705,-22%
N#CC(C#N)=c1ccc2c(c1)N1C3=C(CCCC3)CC3CCCCC31N=2 (centres undefined),30%,5%,i,21,0.2,53,3%,-0.1%,14%,48,728,15%
CCOC(=O)c1cccc(N2C(=O)C3C4C=CC(CC4)C3C2=O)c1 (centres undefined),4%,-6%,i,6,1.9,61,45%,-0.2%,2%,-1,830,-5%
COc1ccc(C(=O)Oc2ccc(=O)n(-c3ccccc3)n2)cc1,11%,7%,i,30,2.8,88,-7%,0.2%,-4%,x,x,2%
Cc1nn(-c2ccccc2)c(Cl)c1C(=O)NCCCCNC(=O)c1c(C)nn(-c2ccccc2)c1Cl,5%,17%,i,26,-0.2,34,-4%,0.1%,4%,16,791,-8%
COc1ccc(/C=N/S(=O)(=O)CCc2ccccc2)c(OC)c1,4%,13%,i,48,-1.0,49,-5%,-0.5%,16%,-24,611,-6%
O=C(NCc1ccc(Cl)cc1)c1ccc(CS(=O)Cc2cccc(Cl)c2)o1 (centres undefined),10%,13%,i,24,0.0,61,-5%,-0.1%,9%,-59,701,-12%
O=C(O)C1=C[C@H](c2ccc(F)cc2)C[C@H](OCCCCO)O1,-21%,5%,i,42,4.7,52,-7%,-0.1%,-7%,11,722,5%
CC(=O)Oc1ccc2ccc(=O)oc2c1,-10%,6%,i,31,0.0,96,-5%,-0.2%,21%,-2,755,-6%
COc1ccc(CNC(=O)OCCN2CCN(S(=O)(=O)c3ccc(C)cc3)CCC2=O)cc1,2%,8%,i,20,-3.4,53,-1%,-0.3%,16%,-6,724,16%
COC/C=C/C1=CC2=CC(=O)C(C)(OC(=O)c3cnc4ccccc4n3)C(=O)C2=CN1CC(C)C (centres undefined),8%,25%,i,6,2.5,62,x,x,x,x,x,x
O=C1c2ccccc2NC(c2ccccc2O)N1O (centres undefined),9%,-8%,i,31,-0.3,63,-7%,0.4%,-8%,x,x,-6%
CN(C)C(=S)SCCn1c(N)nc(N(C)C)nc1=O,8%,0%,i,27,1.1,54,-6%,-0.1%,-6%,0,737,-8%
Cn1nnc2cc(NC(=O)Nc3cccc(Cl)c3)ccc21,1%,20%,i,20,-0.2,85,-2%,-0.1%,12%,x,x,-3%
Cc1c(C(=O)Nc2ccc3c(c2)OCO3)oc2ccccc12,3%,19%,i,49,1.8,42,-2%,x,-8%,x,x,2%
COc1cccc(NC(=O)N2CCCC2C(=O)NCc2ccccc2)c1 (centres undefined),-6%,11%,i,38,-0.8,34,-6%,-0.4%,2%,2,735,18%
CN(C)S(=O)(=O)N1CCN(c2ccc([N+](=O)[O-])c(N3CCCCC3)c2)CC1,-6%,4%,i,33,0.4,43,2%,-0.2%,-3%,-2,713,1%
Cc1cc(-c2nn(-c3ccccc3F)cc2CNCCc2cnccn2)c(C)s1,7%,-2%,i,60,4.6,54,2%,0.2%,7%,-6,722,-4%
CCN(CC)CCNC(=O)c1cn(CC)c2cc(N3CCN(C)CC3)c(F)cc2c1=O,8%,22%,i,22,-0.9,99,-10%,-0.1%,11%,x,x,-3%
Cc1ccc(NC(=O)NC2CCCc3ccccc32)cc1 (centres undefined),8%,18%,i,66,1.5,64,-6%,-0.1%,8%,-38,677,2%
O=C(N/N=C/c1ccccc1[N+](=O)[O-])c1ccncc1,5%,2%,i,25,0.0,51,-4%,0.0%,0%,-13,856,3%
CCN(CC(=O)Nc1ccccc1C(F)(F)F)C(=O)CCOc1ccccc1C,4%,4%,i,15,0.9,62,x,x,x,x,x,x
CCOC(=O)N1CCN(C(=O)COc2ccccc2[N+](=O)[O-])CC1,9%,24%,i,51,1.8,53,0%,0.8%,6%,-10,655,-17%
O=C(Cn1cnc([N+](=O)[O-])n1)N/N=C/c1ccc(O)cc1O,107µM*,27%,i,53,-0.8,99,-2%,0.0%,0%,5,696,-5%
NC(=O)c1cc[n+](CC2=C(C(=O)O)N3C(=O)[C@@H](NC(=O)C(c4ccccc4)S(=O)(=O)[O-])[C@H]3SC2)cc1 (some centres undefined),u,u,i,25,-1.5,54,-6%,0.2%,4%,9,721,2%
O=C(c1ccc(Cl)cc1)C1CCN(Cc2ccccc2)CC1,-10%,8%,i,12,0.8,54,-6%,-0.1%,26%,4,780,-8%
CCc1nc(NCCCN2CCOCC2)c2oc3ccccc3c2n1,-3%,24%,i,14,-0.5,37,-7%,-0.2%,-14%,-4,707,5%
CCn1c(C2CC(=O)N(c3ccc(C)c(C)c3)C2)nc2ccccc21 (centres undefined),7%,0%,i,12,-1.0,92,1%,-0.1%,16%,-1,672,0%
CCC(=O)NC(=S)NNC(=O)c1ccc([N+](=O)[O-])cc1,2%,5%,i,40,2.1,80,-8%,0.2%,x,x,x,8%
COc1ccc(C)cc1Nc1n[n+](-c2ccccc2)c(-c2ccc(NC(C)=O)cc2)s1,8%,22%,i,16,-1.9,87,-7%,0.2%,4%,-18,711,2%
Cc1cc(C)cc(NC(=O)CN(C)S(=O)(=O)c2cccc3nsnc23)c1,2%,19%,i,34,-0.9,78,0%,-0.1%,4%,x,x,-9%
COCCn1c(SCC(=O)N2CCCCCC2)nnc1-c1ccco1,4%,7%,i,16,0.6,52,-2%,0.3%,-6%,2,836,12%
CCOC(=O)N1CCC(Nc2c(Nc3cccc(CC)c3)c(=O)c2=O)CC1,9%,13%,x,x,3.5,53,5%,0.2%,-13%,x,x,-10%
CCNC(=O)CC1S/C(=N/N=C(\C)c2ccccc2)NC1=O (centres undefined),7%,-1%,i,54,3.0,96,-5%,-0.1%,-14%,16,705,-8%
Cc1sc2nc(C(C)(C)C)oc(=O)c2c1C,-1%,3%,i,33,1.6,87,0%,-0.1%,-2%,15,798,10%
O=C(N/N=C/c1ccoc1)c1ccccc1F,4%,6%,i,59,-0.9,54,-8%,-0.1%,12%,4,884,5%

# Results in Hep lipid drop and NTR1 ag cell count 20 µM, for some of the entries so far:
smiles,Hep lipid drop,NTR1 ag cell count 20 µM
NC(=O)c1cc[n+](CC2=C(C(=O)O)N3C(=O)[C@@H](NC(=O)C(c4ccccc4)S(=O)(=O)[O-])[C@H]3SC2)cc1 (some centres undefined),9,54
O=C(c1ccc(Cl)cc1)C1CCN(Cc2ccccc2)CC1,4,54

# Other compounds
SMILES,Rac1 GTP hydrolysis,SV40 large T antigen,T cell HTS,T cell HTS vesicle-bound %,NTR1 ag,NTR1 ag cell count 20 µM,LYP phosphatase,GPR55 activation,GPR55 antagonists,Hep lipid drop,Hep lipid drop cells 6.5 µM,GPR35 antagonists
CNC(=O)c1c(NC(=O)CCS(=O)(=O)c2ccc(Cl)cc2)sc2c1CCN(C(=O)OC)C2,12%,32%,i,45,1.9,48,x,x,x,x,x,x
CCOc1ccc(CCNC(=O)COC(=O)CNC(=O)c2ccc(Br)o2)cc1OCC,5%,11%,i,27,0.5,65,x,x,x,x,x,x
O=C(NCCCNC(=O)c1ccco1)c1cccc(F)c1,4%,2%,i,15,-2.1,66,-8%,0.2%,3%,4,781,-7%
COc1ccc(Cl)cc1NC(=S)NNC(=O)c1cccs1,2%,19%,i,0,0.1,37,-9%,0.3%,11%,-2,698,-2%
CC(C)(/C=N/O)/[N+]([O-])=C/c1ccccc1,x,-2%,i,47,2.4,65,-5%,-0.3%,6%,9,760,12%
O=C(c1cnn2ccccc12)N(Cc1ccco1)C1CCCC1,13%,6%,i,27,-1.3,83,-4%,-0.1%,2%,x,x,22%
O=C(CSc1nnc(-c2ccccc2)n1C1CCCCC1)N1CCCC1,2%,-3%,i,31,3.0,50,-6%,-0.2%,10%,-1,719,-6%
Clc1ccc(CSc2nnc(-c3ccncc3)s2)cc1,8%,11%,i,24,1.3,71,0%,-0.1%,2%,8,710,-2%
O=C(C1=C[C@H](c2ccccc2)C[C@H](OCCCCO)O1)N1CCN(Cc2ccc3c(c2)OCO3)CC1,2%,7%,i,41,-3.6,83,-5%,0.1%,-6%,-2,720,-8%
